# Screens as filed in PubChem BioAssay.
# ROS inducer – ROS inducers in U2OS cancer cells, primary screen, cell-based, H2DCF-DA fluorescence; U2OS ROS induction; 46,000 compounds, 2% hits; ROS induction (% of piperlongumine), % at 10 µM; in the data active = ROS induction above about 79%, passing the limit was not always enough; inconclusive = no clear call, values can overlap the other calls;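 note: 0% = DMSO vehicle median and 100% = reference compound median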
# * hit, by the source's call; ? = inconclusive.
# Sample of the layout:
SMILES,ROS inducer
CCn1c(-c2ccco2)nc2ccccc21,51
COc1ccccc1N1CCN(S(=O)(=O)Cc2ccccc2)CC1,-4
C[C@H](CO)N1C[C@H](C)[C@@H](CN(C)Cc2ccc(C(F)(F)F)cc2)Oc2c(NS(=O)(=O)c3ccc(Cl)cc3)cccc2C1=O,18
C[C@H]1CN([C@@H](C)CO)C(=O)Cc2cc(NC(=O)Nc3ccccc3)ccc2O[C@@H]1CN(C)C(=O)Nc1ccccc1,-8
CS(=O)(=O)N(CC(=O)Nc1cccc(Cl)c1Cl)c1ccc(F)c(Cl)c1,50
COC(=O)CCCCCCC(=O)N/N=C/c1cc(OC)c(O)cc1Br,32
C[C@@H]1CN([C@H](C)CO)C(=O)c2cc(N(C)C)ccc2O[C@@H]1CN(C)C,-8
C[C@H]1CN([C@@H](C)CO)C(=O)c2cccc(NC(=O)c3ccc(-c4nccs4)cc3)c2O[C@H]1CN(C)CC1CC1,-3
C[C@@H]1CN([C@@H](C)CO)C(=O)c2cccc(NC(=O)C3CCOCC3)c2O[C@@H]1CN(C)Cc1ccc(Cl)c(Cl)c1,5
CCN(CC)S(=O)(=O)c1ccc(Cc2ccc(S(=O)(=O)N(CC)CC)cc2)cc1,?
COc1ccc(C(O)(CCc2ccccc2)C(CN2CCCCC2)c2ccccc2)cc1 (stereo unspecified),18
COc1ccc(CN(C)C[C@H]2Oc3ccc(NC(=O)C4CC4)cc3C(=O)N([C@@H](C)CO)C[C@H]2C)cc1,-8
Brc1ccc2ncnc(-c3ccccc3)c2c1,2
Cc1ccc(S(=O)(=O)Nc2ccc3c(c2)CC(=O)N([C@@H](C)CO)C[C@H](C)[C@@H](CN(C)C(=O)Nc2ccccc2)O3)cc1,-7
CCCN1CC=C2C(C#N)(C#N)C(N)=C(C#N)C(c3ccc(OCC(N)=O)cc3)C2(C)C1 (stereo unspecified),15
C[C@@H]1CN([C@@H](C)CO)C(=O)CCCn2nncc2CO[C@@H]1CN(C)C(=O)Nc1cccc2ccccc12,6
COc1ccc(S(=O)(=O)NCc2ccccn2)c(Cl)c1Cl,-6

# The listing, from the start:
SMILES,ROS inducer
CCn1c(-c2ccco2)nc2ccccc21,51
COc1ccccc1N1CCN(S(=O)(=O)Cc2ccccc2)CC1,-4
C[C@H](CO)N1C[C@H](C)[C@@H](CN(C)Cc2ccc(C(F)(F)F)cc2)Oc2c(NS(=O)(=O)c3ccc(Cl)cc3)cccc2C1=O,18
C[C@H]1CN([C@@H](C)CO)C(=O)Cc2cc(NC(=O)Nc3ccccc3)ccc2O[C@@H]1CN(C)C(=O)Nc1ccccc1,-8
CS(=O)(=O)N(CC(=O)Nc1cccc(Cl)c1Cl)c1ccc(F)c(Cl)c1,50
COC(=O)CCCCCCC(=O)N/N=C/c1cc(OC)c(O)cc1Br,32
C[C@@H]1CN([C@H](C)CO)C(=O)c2cc(N(C)C)ccc2O[C@@H]1CN(C)C,-8
C[C@H]1CN([C@@H](C)CO)C(=O)c2cccc(NC(=O)c3ccc(-c4nccs4)cc3)c2O[C@H]1CN(C)CC1CC1,-3
C[C@@H]1CN([C@@H](C)CO)C(=O)c2cccc(NC(=O)C3CCOCC3)c2O[C@@H]1CN(C)Cc1ccc(Cl)c(Cl)c1,5
CCN(CC)S(=O)(=O)c1ccc(Cc2ccc(S(=O)(=O)N(CC)CC)cc2)cc1,?
COc1ccc(C(O)(CCc2ccccc2)C(CN2CCCCC2)c2ccccc2)cc1 (stereo unspecified),18
COc1ccc(CN(C)C[C@H]2Oc3ccc(NC(=O)C4CC4)cc3C(=O)N([C@@H](C)CO)C[C@H]2C)cc1,-8
Brc1ccc2ncnc(-c3ccccc3)c2c1,2
Cc1ccc(S(=O)(=O)Nc2ccc3c(c2)CC(=O)N([C@@H](C)CO)C[C@H](C)[C@@H](CN(C)C(=O)Nc2ccccc2)O3)cc1,-7
CCCN1CC=C2C(C#N)(C#N)C(N)=C(C#N)C(c3ccc(OCC(N)=O)cc3)C2(C)C1 (stereo unspecified),15
C[C@@H]1CN([C@@H](C)CO)C(=O)CCCn2nncc2CO[C@@H]1CN(C)C(=O)Nc1cccc2ccccc12,6
COc1ccc(S(=O)(=O)NCc2ccccn2)c(Cl)c1Cl,-6
COc1ccc(S(=O)(=O)Nc2ccc3c(c2)CC(=O)N([C@@H](C)CO)C[C@@H](C)[C@@H](CN(C)Cc2ccc(Cl)c(Cl)c2)O3)cc1,18
CCOC(=O)CN1C(=O)S/C(=C\c2ccc(C(=O)O)cc2)C1=O,1
COc1cccc(CN(C)C[C@H]2OCc3cnnn3CCCC(=O)N([C@H](C)CO)C[C@H]2C)c1,27
COC(=O)c1ccccc1NC(=O)CC(O)(C(F)(F)F)C(F)(F)F,-3
C[C@H]1CN([C@@H](C)CO)C(=O)Cc2cc(NS(=O)(=O)c3ccccc3)ccc2O[C@H]1CN(C)S(C)(=O)=O,-3
Cc1noc(C)c1NC(=O)Nc1ccc2c(c1)C(=O)N([C@H](C)CO)C[C@H](C)[C@H](CN(C)C)O2,-5
COC(=O)c1ccccc1N=CCC(=O)c1ccc(Br)cc1,-7
CCn1c(SCC(=O)Nc2cccc(SC)c2)nnc1-c1ccccc1Cl,-1

# Next part.
SMILES,ROS inducer
Cc1ccc(SCC(=O)N[C@@H]2C[C@H]3CC[C@@H]2C3)cc1,-6
COc1ccc(NC(=O)C(=O)NCC(=O)Nc2cccc(C(F)(F)F)c2)cc1,-7
CCSc1nnc(-c2ccccc2NC(=O)CC)c(=O)[nH]1,48
C[C@@H]1CN([C@H](C)CO)C(=O)c2cc(NC(=O)Cn3cnnn3)ccc2O[C@@H]1CN(C)S(C)(=O)=O,-8
COc1ccc(NC(=O)N(C)C[C@@H]2Oc3c(NS(=O)(=O)c4c(C)noc4C)cccc3C(=O)N([C@@H](C)CO)C[C@@H]2C)cc1,31
C[C@H](CO)N1C[C@H](C)[C@@H](CN(C)Cc2ccccc2)Oc2ccc(NS(=O)(=O)c3cn(C)cn3)cc2C1=O,-13
COc1ccc(NC(=O)CSc2ncnc3sc4c(c23)CCC(C)C4)c([N+](=O)[O-])c1 (stereo unspecified),-4
CC(CC(=O)O)CC(=O)Nc1ccc(C(=O)O)cc1 (stereo unspecified),-17
C[C@@H]1CN([C@H](C)CO)C(=O)Cc2cc(NC(=O)Cc3cn(C)c4ccccc34)ccc2O[C@@H]1CN(C)Cc1ccc(-c2ccccc2)cc1,109*
Cn1c(CN2CCCCC2)c(C#N)c2ccccc21,4
Cc1cc(C)cc(NC(=O)CC2NCCNC2=O)c1 (stereo unspecified),-4
CCOc1ccccc1/C=N\n1cnnc1,-13
Cc1ccc(OC(C)(C)C(=O)Nc2ccc(Oc3ccc(F)cc3F)nc2)c2c1CCC2,-7
COc1ccc(NC(=O)N(C)C[C@H]2Oc3c(NS(C)(=O)=O)cccc3C(=O)N([C@H](C)CO)C[C@@H]2C)cc1,-13
C[C@H](CO)N1C[C@H](C)[C@@H](CN(C)Cc2ccc(-c3ccccc3)cc2)Oc2c(NC(=O)Nc3ccc4c(c3)OCO4)cccc2C1=O,3
Cc1nc2ccccn2c1-c1ccnn1C(=O)c1ccc(Cl)cc1,-10
O/N=C1/CC(O)(C(F)(F)F)Oc2ccccc21 (stereo unspecified),7
COc1ccc(NC(=O)COc2ccc(Br)cc2C)c([N+](=O)[O-])c1,8
C[C@@H]1CN([C@@H](C)CO)C(=O)CCCn2cc(nn2)CO[C@H]1CN(C)S(=O)(=O)c1ccc2ccccc2c1,29
CN1[C@@H]2CC[C@H]1CC(OC(=O)C(O)c1ccccc1)C2 (stereo partly specified),-2
Cc1c(Cl)cccc1NC(=O)CC1NCCNC1=O (stereo unspecified),-9
COc1ccc(NC(=O)N(C)C[C@@H]2Oc3ncc(-c4ccc(OC)cc4)cc3C(=O)N([C@H](C)CO)C[C@@H]2C)cc1,19
Cc1ccc(S(=O)(=O)N(C)C[C@@H]2Oc3c(NS(=O)(=O)c4ccc(F)cc4)cccc3C(=O)N([C@H](C)CO)C[C@@H]2C)cc1,-9
Cc1ccc(S(=O)(=O)N(C)C[C@H]2OCCCC[C@@H](C)Oc3ccc(NC(=O)Nc4ccc(C(F)(F)F)cc4)cc3C(=O)N([C@H](C)CO)C[C@@H]2C)cc1,22
CC1=C(C/C=N/NC(=O)c2cccc(C(=O)NO)c2)C(C)(C)CCC1,-5

# Carrying on:
SMILES,ROS inducer
CC(C)(C)c1ccc(-c2n[nH]c(S(C)(=O)=O)c2C#N)cc1,7
O=C(CNC(=S)N(Cc1cccs1)C1CCCC1)NC1CCCc2ccccc21 (stereo unspecified),6
Cc1noc(C)c1NC(=O)N(C)C[C@H]1Oc2ccc(NS(=O)(=O)c3cn(C)cn3)cc2C(=O)N([C@@H](C)CO)C[C@H]1C,-5
CCOC(=O)c1c(NC(=O)CSc2nnc(C)s2)sc2c1CCN(C)C2,7
COc1ccc(S(=O)(=O)N(C)C[C@@H]2Oc3c(NS(=O)(=O)c4cccs4)cccc3C(=O)N([C@@H](C)CO)C[C@@H]2C)cc1,7
Cc1ccc(-c2nc(S(=O)(=O)c3ccc(Br)cc3)c(SCC(N)=O)o2)cc1,24
CCc1ccc(OCC(=O)Nc2ccc3oc(-c4ccc(OC)cc4)nc3c2)cc1,3
CC(C)NC(=O)N(C)C[C@@H]1Oc2ccc(NS(=O)(=O)c3cccs3)cc2CC(=O)N([C@H](C)CO)C[C@H]1C,20
C[C@@H]1CN([C@@H](C)CO)C(=O)c2cc(NC(=O)Nc3ccc4c(c3)OCO4)ccc2O[C@H]1CN(C)S(=O)(=O)c1cn(C)cn1,-2
COc1ccc(NC(=O)NCc2cccnc2)cc1OC,-14
COc1ccc(OCCC(=O)NN)cc1,-7
CCOC(=O)c1cn(C(=O)CCSc2ccc(OC)cc2)nc1N,-6
N#CCN(CC#N)C(=O)c1ccc(C(=O)N(CC#N)CC#N)cc1,5
COc1ccc(NC(=O)N(C)C[C@@H]2Oc3ncc(C#Cc4ccc(OC)c(OC)c4)cc3C(=O)N([C@H](C)CO)C[C@@H]2C)cc1,104*
CCOC(=O)c1c(NC(=O)C(C)Oc2ccccc2)sc(C)c1C (stereo unspecified),8
CCOC(=O)N1CCN(C(=O)/C(=C/c2ccccc2Cl)c2ccccc2)CC1,-8
Cc1ccc(S(=O)(=O)CC(CN2CCOCC2)N2CCOCC2)cc1 (stereo unspecified),-1
O=S(=O)(N[C@@H]1CCCN(Cc2cccc(OCCO)c2)C1)c1ccc(-c2ccccc2)cc1,5
COc1ccc(S(=O)(=O)N(C)C[C@@H]2Oc3c(NC(=O)C4CCCCC4)cccc3C(=O)N([C@H](C)CO)C[C@@H]2C)cc1,5
O=C(Nc1ncnc2oc(-c3ccccc3)c(-c3ccccc3)c12)c1ccccc1,58
COc1ccc(SCc2cc3c(F)c(F)c(F)c(F)c3o2)cc1,-21
CCN(CC(=O)Nc1ccc(C)c(Cl)c1)S(=O)(=O)c1ccc(Cl)cc1,16
CCOc1ccc(NC(=O)CSc2nc(-c3cccs3)cc(C(F)(F)F)c2C#N)cc1,10
O=[N+]([O-])c1ccc(NCCNc2nc3ccccc3nc2N2CCOCC2)cc1,61
C[C@@H]1CN([C@@H](C)CO)C(=O)c2cccc(NS(=O)(=O)c3ccc(Cl)cc3)c2O[C@@H]1CN(C)S(C)(=O)=O,-2

# Carrying on.
SMILES,ROS inducer
C[C@H]1CN([C@@H](C)CO)C(=O)c2cc(NC(=O)Nc3ccccc3)ccc2O[C@H]1CN(C)S(=O)(=O)c1ccccc1,9
CC(=O)O[C@H]1C[C@@]2(C)[C@@H](CC[C@H]3[C@@]4(C)C=CC(=O)[C@@H](C)[C@@H]4[C@H](OC(C)=O)C(=O)[C@@]32C)/C1=C(\CCC=C(C)C)C(=O)O,22
Cc1noc(C)c1NC(=O)N(C)C[C@H]1Oc2ccc(NS(=O)(=O)c3cn(C)cn3)cc2C(=O)N([C@@H](C)CO)C[C@@H]1C,-5
c1coc(-c2nnc(C3CCCCC3)o2)c1,13
COc1ccc(S(=O)(=O)N(C)C[C@@H]2Oc3ccc(NC(=O)C4CCCCC4)cc3CC(=O)N([C@H](C)CO)C[C@@H]2C)cc1,-4
Cc1ccc(-c2cc(C(F)(F)F)n3nc(C(=O)Nc4ccn(Cc5ccccc5)n4)cc3n2)cc1C,8
Cc1ccc(N=C2SC3(CC3)C(=O)N2c2ccc(C)cc2)cc1,-3
COc1ccc(S(=O)(=O)Nc2cccc3c2O[C@H](CN(C)S(=O)(=O)c2ccc(Cl)cc2)[C@@H](C)CN([C@@H](C)CO)C3=O)cc1,-3
C[C@@H]1CCCCO[C@@H](CN(C)S(C)(=O)=O)[C@@H](C)CN([C@H](C)CO)C(=O)c2cc(NC(=O)CCC(F)(F)F)ccc2O1,-9
COc1ccc(Cn2c(C)cc(O)cc2=O)cc1OC,7
C[C@@H]1CN([C@H](C)CO)C(=O)c2cc(N(C)C)ccc2O[C@H]1CN(C)Cc1ccc(C(=O)Nc2ccccc2N)cc1,3
N#Cc1ccc(NC(=O)CSc2nnnn2-c2ccccc2)cc1,-4
COC(=O)c1ccc(Cl)c(NC(=O)CN(c2ccccc2Br)S(C)(=O)=O)c1,13
COc1ccc(S(=O)(=O)Nc2ccc3c(c2)CC(=O)N([C@H](C)CO)C[C@@H](C)[C@H](CN(C)Cc2ccc(-c4ccccc4)cc2)O3)cc1,?
Cc1ccc(C)c(-c2csc(NC(=O)CCCc3ccccc3)c2C(N)=O)c1,?
Cc1cccc(-c2nc3ccccc3c(=O)n2OC(=O)c2ccc(C)c(C)c2)c1,-21
C[C@@H]1CN([C@@H](C)CO)C(=O)c2cc(NS(C)(=O)=O)ccc2O[C@H]1CN(C)Cc1ccccc1,-9
Cc1ccc(S(=O)(=O)Nc2ccc3c(c2)C(=O)N([C@H](C)CO)C[C@H](C)[C@H](CN(C)S(=O)(=O)c2cccs2)O3)cc1,9
Cc1ccc(CCNC(=O)c2coc3nc4ccccc4nc23)cc1,21

# These rows are one share of the data (hit frequency here may not be typical).
